# Screening data from PubChem.
# Fam108B counter – mouse Fam108B serine hydrolase inhibitors, primary screen, counter-screen for RBBP9 inhibitor project, biochemical, fluorescence polarization; recombinant Fam108B, FP-Rh probe fluorescence polarization; inhibition, % at 9.51 µM; 300,000 compounds, 0.33% hits; AID 1947, 2009;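 active = inhibition above the screen mean inhibition plus 3 SD, computed separately per campaign, cut at about 18% in these data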;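 note: inhibitors lower polarization as less probe binds the enzyme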
# AHR activator – AHR activators, primary screen, cell-based, luminescence, luciferase reporter, human | Aryl hydrocarbon receptor (Homo sapiens), P35869 | AHR-responsive luciferase reporter cells | activation, % at 5 µM | 320,000 compounds, 2.5% hits; in the data active = activation above about 47%;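 note: 0% = vehicle wells and 100% = reference agonist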
# MEX-5 binding – MEX-5 zinc finger RNA-binding disruptors – biochemical, C. elegans, fluorescence polarization, MLPCN library, primary screen | activity score (negative = inhibition of binding), % at 10 µM | MEX-5/FITC-TCR2 RNA binding; stronger effect = lower value | 300,000 compounds, 0.38% hits | Zinc finger protein mex-5 (Caenorhabditis elegans), Q9XUB2;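 active = inhibition past about -25% in most replicates, and total fluorescence under double the plate's negative control median, limit read from the data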;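 note: 0% = DMSO and -100% = 5 µM competing unlabeled TCR2 RNA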
# Target sequence (Q9XUB2 whole entry, looked up): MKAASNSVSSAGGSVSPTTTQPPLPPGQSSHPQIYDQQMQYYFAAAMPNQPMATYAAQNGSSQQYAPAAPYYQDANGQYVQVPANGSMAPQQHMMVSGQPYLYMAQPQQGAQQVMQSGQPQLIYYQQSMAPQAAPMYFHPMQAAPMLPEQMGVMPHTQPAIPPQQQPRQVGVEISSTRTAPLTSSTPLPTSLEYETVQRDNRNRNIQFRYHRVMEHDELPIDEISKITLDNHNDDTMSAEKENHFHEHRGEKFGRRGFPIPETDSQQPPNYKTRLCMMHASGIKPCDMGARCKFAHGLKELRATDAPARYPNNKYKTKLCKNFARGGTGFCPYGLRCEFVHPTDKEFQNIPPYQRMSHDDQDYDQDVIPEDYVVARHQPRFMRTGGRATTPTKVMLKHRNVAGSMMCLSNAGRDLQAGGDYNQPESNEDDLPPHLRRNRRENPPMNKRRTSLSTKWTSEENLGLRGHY
# PAFAH1B2 inh – PAFAH1B2 enzyme inhibitors, primary screen, biochemical, fluorescence polarization, human; 340,000 compounds, 1.2% hits; AID 492953, 2010; inhibition, % at 3.39 µM; recombinant PAFAH1B2, FP-rhodamine activity probe; Platelet-activating factor acetylhydrolase IB subunit alpha2 (Homo sapiens), P68402;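 active = inhibition above the mean of all tested compounds plus 3 SD, cut at about 24% in these data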;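 note: 0% = enzyme with DMSO and 100% = wells lacking PAFAH1B2; many of its hits are not listed in these tables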
# GLD-1 RNA inh – GLD-1/TGE RNA complex disruptors, primary screen, biochemical, fluorescence polarization | purified GLD-1 + fluorescein TGE RNA | inhibition, % at 5.96 µM | 320,000 compounds, 0.44% hits;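 active = percent inhibition above a per-plate cutoff, the plate mean of test compounds plus 3 SD, cut at about 30% in these data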;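 note: 0% = DMSO wells with GLD-1 and probe and 100% = wells lacking GLD-1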
# PME-1 primary – PME-1 inhibitors via competitive probe labeling, primary screen, biochemical, fluorescence polarization, FP-Rh probe, HTS | inhibition, % at 5.9 µM | 320,000 compounds, 0.53% hits | Protein phosphatase methylesterase 1 (Homo sapiens), Q9Y570 | recombinant PME-1;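 active = inhibition above the campaign mean of all compounds plus 3 SD, cut at about 26% in these data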;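 note: competitive labeling of PME-1 active site by serine hydrolase directed probe; 0% = PME-1 with DMSO and 100% = wells lacking PME-1 enzyme; inhibitors block probe labeling so polarization falls and inhibition rises; many of its hits are not listed in these tables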
# Target sequence (Q9Y570 whole entry, looked up): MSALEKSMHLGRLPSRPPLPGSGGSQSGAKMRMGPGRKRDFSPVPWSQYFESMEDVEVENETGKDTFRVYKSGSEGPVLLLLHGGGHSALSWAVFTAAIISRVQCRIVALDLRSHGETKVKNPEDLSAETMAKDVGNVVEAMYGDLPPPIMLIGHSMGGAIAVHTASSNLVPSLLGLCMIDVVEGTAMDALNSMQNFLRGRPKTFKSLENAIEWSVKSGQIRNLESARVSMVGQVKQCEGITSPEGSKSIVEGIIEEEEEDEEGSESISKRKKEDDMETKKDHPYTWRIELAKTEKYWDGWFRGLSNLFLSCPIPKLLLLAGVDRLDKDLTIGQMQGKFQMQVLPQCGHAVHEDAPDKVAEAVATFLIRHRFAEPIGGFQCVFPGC
# pPAFAH inh – pPAFAH enzyme inhibitors, primary screen, biochemical, fluorescence polarization, human. Platelet-activating factor acetylhydrolase (Homo sapiens), Q13093. recombinant pPAFAH, FP-rhodamine probe fluorescence polarization. inhibition, % at 3.39 µM. 330,000 compounds, 1.5% hits;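 active = inhibition above the mean inhibition across the screen plus 3 SD, cut at about 25% in these data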;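 note: inhibitors block binding of the rhodamine activity-based probe so polarization drops; 0% = enzyme with DMSO and 100% = wells lacking pPAFAH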
# Bcl-xL primary – inhibitors of human Bcl-xL, primary screen, biochemical, fluorescence polarization, HTS; 320,000 compounds, 0.7% hits; inhibition, % at 10.9 µM; GST-Bcl-xL / FITC-Bim BH3 peptide fluorescence polarization;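 active = inhibition above the mean of all tested compounds plus 3 SD, cutoff set per campaign, cut at about 30% in these data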;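 note: 0% = DMSO wells and 100% = unlabeled Bim-BH3 peptide competitor; inhibitors lower millipolarization by displacing the labeled peptide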
# MCL1-BIM inh – inhibitors of MCL1 binding to BIM-BH3, primary screen, biochemical, fluorescence polarization. GST-MCL1 / FITC-Bim-BH3 fluorescence polarization. inhibition, % at 10.9 µM. 320,000 compounds, 0.68% hits;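 active = inhibition above the mean inhibition of all tested compounds plus 3 SD, set per campaign, cut at about 40% in these data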;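 note: 0% = DMSO wells and 100% = unlabeled Bim-BH3 peptide control; higher means more loss of mP so more displacement of Bim peptide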
# The depositor's hits bear a star; x = not tested or not shown. Some of the compounds tested; rates above refer to the full screens.
SMILES	GLD-1 RNA inh	Fam108B counter	PAFAH1B2 inh	PME-1 primary	MCL1-BIM inh	AHR activator	MEX-5 binding	Bcl-xL primary	pPAFAH inh
Cc1cccc(NC(=O)C2C(C(=O)O)C3C=CC2C32CC2)c1C (stereo unspecified)	0	3	-2	3	9	8	-0.7	10	-2
O=C(Nc1ccc(C(=O)N2CCCCC2)cc1)c1ccc(Br)cc1	-3	0	0	-17	2	-1	4.1	4	0
COc1cc(CCC(=O)OCC(=O)NCCc2ccc(S(N)(=O)=O)cc2)cc(OC)c1OC	3	x	5	x	x	-1	x	x	5
NC(=O)/C(=C\c1ccncc1)c1cccc2ccccc12	-5	-1	2	-1	-3	4	1.8	0	4
CCN(CC)c1ccc(/C=N/Nc2nc(C)cc(=O)[nH]2)cc1	6	2	4	4	4	17	-1.3	-1	5
COc1ccc(C(=O)Nc2cc(OC)c(Cl)cc2Cl)cc1	3	4	-6	-4	2	50*	-1.7	3	2
CC(=O)Nc1ccc(-n2c(C)ccc2C)cc1	3	4	-6	1	22	2	-1.5	24	8
CCc1ccc(OCC(=O)NNC(=O)c2cnccn2)c(Br)c1	6	-4	-2	-4	-1	4	-3.1	-3	6
CCOC(=O)c1cn(CC(=O)Nc2ccc(C(C)C)cc2)nn1	-12	3	-2	1	5	5	0.1	2	-4
O=C1CC(C(=O)Nc2ccc(F)cc2)n2cnnc2N1 (stereo unspecified)	4	-1	3	-11	-3	3	0.3	3	-3
COC(=O)Nc1nc2ccc(SC(C)C)cc2[nH]1	11	6	4	-2	3	25	x	3	-1
COc1ccc(C2=CC(c3ccc(C)cc3)n3nnnc3N2)cc1 (stereo unspecified)	22	-5	2	-1	21	7	-16	29	7
CCCC1=NN(C(=O)Cc2ccc(OC)c(OC)c2)C(O)(C(F)(F)F)C1 (stereo unspecified)	2	-1	5	2	-2	17	-1.5	1	8
N/C(=N\OC(=O)c1ccccc1Cl)c1ccccn1	2	1	0	3	2	52*	-0.2	6	7
N#Cc1cccc(S(=O)(=O)NNC(=O)C23CC4CC(CC(C4)C2)C3)c1	1	x	26*	x	x	0	x	x	5
S=C(c1ccc(N2CCCC2)cc1)N1CCCCC1	0	-2	0	9	5	-9	x	1	1
Cc1cc(C)c(C)c(S(=O)(=O)N(C)CCc2ccccn2)c1C	4	x	0	x	x	1	x	x	-2
O=C(c1ccccc1)C1CCc2occc2C1=O (stereo unspecified)	-1	2	1	4	6	1	0.6	7	3
Cc1ccc(-c2cc(C(=O)NCCCn3ccnc3)c3ccccc3n2)s1	-7	-9	2	-2	4	25	0.1	4	2
C[C@H](NC(=O)OCc1ccccc1)c1nnc([C@H](Cc2ccccc2)NC(=O)OC(C)(C)C)o1	1	0	5	14	-3	-1	1.5	-5	26*
COC(=O)C1CCN(C(=O)c2cc(S(=O)(=O)N3CCCCC3)ccc2Cl)CC1	0	x	-2	-12	-5	4	x	-1	-1
COc1cccc(N2CCN(C(=O)Nc3ccc4c(c3)NC(=O)CO4)CC2)c1	5	1	3	4	2	1	1.8	2	12
O=C(NC1=NCCS1)c1ccccc1	2	2	6	1	-2	4	-0.5	3	8
COc1ccc(OCCNS(=O)(=O)c2ccccc2)cc1	4	-6	0	0	6	-1	2.3	3	3
COC(=O)NCc1ccc2c(c1)OCO2	2	1	6	-5	16	2	0.8	11	4
CCc1ccccc1NNC(=O)c1snnc1C	1	-3	x	-3	7	2	-1.8	12	-2
Cc1ccc(C)c(NC(=O)NNS(=O)(=O)c2ccc(C)c(C)c2)c1	2	-5	2	-2	6	7	-1.5	4	0
CCOc1ccc2nc(NC(=O)c3c([N+](=O)[O-])cnn3CC)sc2c1	-5	3	-3	-3	7	3	-0.7	5	6
COc1ccc(Cl)cc1C(=O)NCC#N	1	1	1	-1	1	3	0.0	5	-2
O=c1cc(CO)oc(CN2CCN(c3cccc(C(F)(F)F)c3)CC2)c1O	1	1	1	2	-1	5	2.7	2	1
COc1ccc(C2(C(=O)Nc3ccc(C)c(C)c3)CCOCC2)cc1	-2	5	-2	-6	-3	0	2.3	4	-2
Cc1cc(C)c2c(c1)/C(=N/NC(=S)Nc1ccc(F)cc1)CCC2	-1	-2	4	9	5	16	-2.5	2	1
Cc1ccc(C)c(S(=O)(=O)N2CCCC2CNC(=O)c2ccc([N+](=O)[O-])cc2)c1 (stereo unspecified)	7	2	4	1	6	3	-0.1	7	-4
CC(=O)N1c2ccc(S(=O)(=O)N3CCOCC3)cc2CC1C (stereo unspecified)	3	6	8	3	-1	0	-0.8	4	0
Cc1cc(OCC(=O)OCC(=O)N(C)c2c(N)n(Cc3ccccc3)c(=O)[nH]c2=O)ccc1Cl	2	-1	1	-3	-6	2	0.6	-3	4
COc1ccccc1N(O)C1CC(=O)N(c2ccc(Br)cc2)C1=O (stereo unspecified)	2	15	7	11	-4	19	-0.2	0	23
CCCCc1ccc(NS(=O)(=O)N(C)C)cc1	-4	0	3	15	5	-1	1.6	0	21
CC(C)CC(=O)N1CCC(N(CCc2ccccc2)Cc2ccccc2)CC1	-3	5	1	-2	10	-2	0.7	0	2
O=C1[C@@H]2Cc3c([nH]c4ccccc34)C(c3ccccc3)N2C(=O)CN1C1CC1 (stereo partly specified)	-1	19*	3	27*	7	10	2.4	8	22
O=C1CN(C(=O)COC(=O)c2ccccc2NC(=O)c2ccco2)c2ccccc2N1	0	-3	3	-7	-7	7	-0.6	-6	-5
CC1(C)CC(=O)C2=C(C1)N(c1ccc(F)cc1)C(=O)C2(NC(=O)c1ccccc1)C(F)(F)F (stereo unspecified)	-7	-1	x	0	-3	-1	1.5	1	6
CC(=O)N(C(C)=O)c1nc(-c2ccccc2)cn1/N=C/c1ccccc1	9	-3	3	-1	-1	44	2.8	3	2
COc1ccc(NC(=O)Cn2nnc(C(=O)NCc3ccc4c(c3)OCO4)c2N)cc1	-8	1	2	-5	2	0	0.7	-2	-1
COc1ccc(C(C(=O)NC(C)(C)C)N(C(=O)CNC(=O)c2cccs2)c2ccc(C(C)C)cc2)cc1OC (stereo unspecified)	2	0	-1	-4	6	1	0.3	6	-1
Cc1cc(C)cc(NC(=O)COC(=O)c2cc(=O)[nH]c(=O)[nH]2)c1	0	-3	3	2	8	0	-1.6	1	2
O=c1cc(CSc2nnc(COc3ccccc3)o2)c2ccccc2[nH]1	3	-1	-2	14	8	17	0.1	8	3
Cc1ccc(NC(=O)C2CCN(S(=O)(=O)c3ccc4c(c3)CCCC(=O)N4)CC2)cc1N(C)C	1	2	6	1	-4	15	-1.6	3	12
C[C@@]12C(=O)Nc3ccc(Br)cc3C(=O)N1[C@H]1c3ccccc3OC[C@@H]1[C@@H]2c1ccccc1	6	x	-9	x	x	8	x	x	-9

# Part of the list above in order of count of non-hydrogen atoms, lowest first:
SMILES	GLD-1 RNA inh	Fam108B counter	PAFAH1B2 inh	PME-1 primary	MCL1-BIM inh	AHR activator	MEX-5 binding	Bcl-xL primary	pPAFAH inh
CCCCc1ccc(NS(=O)(=O)N(C)C)cc1	-4	0	3	15	5	-1	1.6	0	21
Cc1cc(C)cc(NC(=O)COC(=O)c2cc(=O)[nH]c(=O)[nH]2)c1	0	-3	3	2	8	0	-1.6	1	2
COc1ccccc1N(O)C1CC(=O)N(c2ccc(Br)cc2)C1=O (stereo unspecified)	2	15	7	11	-4	19	-0.2	0	23
O=c1cc(CSc2nnc(COc3ccccc3)o2)c2ccccc2[nH]1	3	-1	-2	14	8	17	0.1	8	3
CC(C)CC(=O)N1CCC(N(CCc2ccccc2)Cc2ccccc2)CC1	-3	5	1	-2	10	-2	0.7	0	2
O=C1CN(C(=O)COC(=O)c2ccccc2NC(=O)c2ccco2)c2ccccc2N1	0	-3	3	-7	-7	7	-0.6	-6	-5
C[C@@]12C(=O)Nc3ccc(Br)cc3C(=O)N1[C@H]1c3ccccc3OC[C@@H]1[C@@H]2c1ccccc1	6	x	-9	x	x	8	x	x	-9
CC1(C)CC(=O)C2=C(C1)N(c1ccc(F)cc1)C(=O)C2(NC(=O)c1ccccc1)C(F)(F)F (stereo unspecified)	-7	-1	x	0	-3	-1	1.5	1	6
Cc1ccc(NC(=O)C2CCN(S(=O)(=O)c3ccc4c(c3)CCCC(=O)N4)CC2)cc1N(C)C	1	2	6	1	-4	15	-1.6	3	12
COc1ccc(C(C(=O)NC(C)(C)C)N(C(=O)CNC(=O)c2cccs2)c2ccc(C(C)C)cc2)cc1OC (stereo unspecified)	2	0	-1	-4	6	1	0.3	6	-1

# Next section
SMILES	GLD-1 RNA inh	Fam108B counter	PAFAH1B2 inh	PME-1 primary	MCL1-BIM inh	AHR activator	MEX-5 binding	Bcl-xL primary	pPAFAH inh
Cc1sc(N(C(=O)CCc2ccccc2)c2ccc(C(=O)O)cc2)nc1-c1ccccc1	5	1	34*	-5	1	5	2.1	9	25*
Cc1ccc(C)n1-n1c(C)nc2scc(-c3ccccc3)c2c1=O	8	-1	3	0	7	0	0.8	12	-1
Cc1cccc(N/C(N)=N/c2nc(C)c(Cc3ccccc3)c(=O)[nH]2)c1	0	3	5	1	-3	9	-1.3	4	4
NC(=O)C1CCN(C(=O)CN2CCCc3ccccc32)CC1	6	5	0	1	9	10	-5.4	11	3
COc1ccc(OC)c(C2/C(=C(/O)c3ccccc3)C(=O)C(=O)N2Cc2ccco2)c1 (stereo unspecified)	-3	1	5	3	7	-1	-1.2	2	-2
Cc1ccccc1C(=O)O	0	x	-1	-8	2	-2	x	1	-3
O=C(Nc1ccnn1C1CCN(Cc2cc(Cl)ccc2O)CC1)c1cccnc1	7	3	4	0	1	5	-2.6	3	6
O=C(c1cc(C(=O)N2CCOCC2)c2nc3ccccc3n2c1)c1cc(Cl)cc(Cl)c1O	-2	0	4	-1	8	5	-4.9	8	21
CCOC(=O)N1CCC(N2CCCC(C(=O)c3cccc(OC)c3)C2)CC1 (stereo unspecified)	5	8	1	-2	4	4	-1.5	1	-3
Cc1nnc2n(C)c(=O)c3c4c(sc3n12)COC(C)(C)C4	2	-1	-3	1	3	-1	-0.6	7	-1
COc1ccc(/C=C/c2c([N+](=O)[O-])c(=O)n(C)c(=O)n2C)c(OC)c1	-1	-2	3	-2	-2	11	1.0	7	4
CC(C)C(=O)Nc1ncc(Cc2ccccc2Cl)s1	-2	-1	3	5	3	-1	1.4	5	3
